# From PubChem
# ssDAF12 agonist – S. stercoralis DAF-12 nuclear receptor activators, primary screen, cell-based, luminescence, HEK293, GRIP1 co-expression, lit1-tk-luc; hit rate 1% among 370,000; activation, % at 6.8 µM; Nuclear hormone receptor DAF-12 (Strongyloides stercoralis); HEK293 ssDAF-12/GRIP1 lit1-tk-luc reporter; % of 3 µM dafachronic acid response;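 active means activation above the mean over all tested compounds plus 3 SD, cut at about 0.9% in these data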;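 further: 0% = DMSO-only wells and 100% = 3 µM delta7-dafachronic acid wells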
# GC-A act – GC-A stimulated cGMP production enhancers – HEK293 GC-A cells, cGMP TR-FRET, EC30 ANP, primary screen | 0% at EC30 ANP, 100% saturating ANP | activation, % at 10 µM | hit rate 0.14% among 370,000 | AID 1671463, 2021; in the data active means activation above about 40%
# Target sequence (P16066 whole entry, looked up): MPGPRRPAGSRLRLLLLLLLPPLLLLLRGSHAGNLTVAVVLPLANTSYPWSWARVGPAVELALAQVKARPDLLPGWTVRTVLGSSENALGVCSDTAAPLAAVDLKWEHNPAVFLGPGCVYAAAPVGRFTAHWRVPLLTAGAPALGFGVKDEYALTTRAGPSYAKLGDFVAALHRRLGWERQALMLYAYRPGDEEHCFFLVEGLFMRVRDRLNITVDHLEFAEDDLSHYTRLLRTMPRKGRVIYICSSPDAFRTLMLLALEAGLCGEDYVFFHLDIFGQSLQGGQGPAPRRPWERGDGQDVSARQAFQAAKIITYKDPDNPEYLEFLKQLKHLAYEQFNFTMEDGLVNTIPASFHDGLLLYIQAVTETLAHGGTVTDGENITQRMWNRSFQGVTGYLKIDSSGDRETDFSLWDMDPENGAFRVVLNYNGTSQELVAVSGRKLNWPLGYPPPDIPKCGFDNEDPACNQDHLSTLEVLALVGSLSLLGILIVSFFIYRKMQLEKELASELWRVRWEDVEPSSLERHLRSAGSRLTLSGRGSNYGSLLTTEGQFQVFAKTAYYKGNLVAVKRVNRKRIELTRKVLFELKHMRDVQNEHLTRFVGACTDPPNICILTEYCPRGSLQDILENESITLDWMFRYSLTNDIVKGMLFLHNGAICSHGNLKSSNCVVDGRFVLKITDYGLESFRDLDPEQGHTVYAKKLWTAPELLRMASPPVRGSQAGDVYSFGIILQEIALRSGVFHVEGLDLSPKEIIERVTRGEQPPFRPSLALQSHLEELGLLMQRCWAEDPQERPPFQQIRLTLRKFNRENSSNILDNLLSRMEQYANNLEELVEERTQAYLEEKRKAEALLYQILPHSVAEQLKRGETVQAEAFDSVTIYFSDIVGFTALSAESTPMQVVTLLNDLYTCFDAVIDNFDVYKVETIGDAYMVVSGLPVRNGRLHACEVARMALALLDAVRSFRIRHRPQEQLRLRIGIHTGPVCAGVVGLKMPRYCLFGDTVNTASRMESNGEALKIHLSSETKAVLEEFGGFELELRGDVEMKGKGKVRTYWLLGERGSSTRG
# DAX1 inh-1 – DAX1 (NR0B1) inhibitors on StAR promoter, primary screen, cell-based, luminescence, SF-1 (NR5A1), full-length DAX-1 | HEK293T StAR-luciferase reporter, SF-1/DAX-1 repression relief | inhibition, % at 6.8 µM | hit rate 1.1% among 370,000 | AID 652010, 2013;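 active means inhibition above the mean over all tested compounds plus 3 SD, cut at about 3.6% in these data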;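 further: 0% = DAX-1 cells with DMSO and 100% = cells lacking DAX-1 with DMSO; higher inhibition means more luminescence from relief of DAX-1 repression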
# sPLA2-III inh – human group III sPLA2 inhibitors, primary screen, biochemical, QFRET, BODIPY PC-A2 liposome substrate. Group 3 secretory phospholipase A2 (Homo sapiens), Q9NZ20. QFRET BODIPY PC-A2 liposome hydrolysis, fluorescence. inhibition, % at 12.2 µM. hit rate 0.56% among 370,000;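 active means inhibition above mean plus 3 SD of compounds lying within the high and low control bounds, cut at about 19% in these data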;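 further: 0% = median of test compound wells and 100% = no enzyme DMSO wells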
# FXN GAA850 act – FXN promoter activators, primary screen, cell-based, luciferase luminescence, HEK293 lucGAA850 | HEK293 lucGAA850 FXN promoter luciferase reporter, 24 h; percent of 10 µM SAHA response | activation, % at 6 µM | hit rate 0.56% among 360,000;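 active means activation above the average of all compounds screened plus 3 SD, cutoff fixed separately per campaign, cut at about 7.5% in these data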;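 further: 0% = DMSO wells and 100% = 10 µM SAHA wells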
# DAX1 inh-2 – DAX1 (NR0B1) inhibitors, primary screen, cell-based, HEK293, Gal4-DAX1, luciferase luminescence; Nuclear receptor subfamily 0 group B member 1 (Homo sapiens), P51843; HEK293 Gal4-DAX1 luciferase reporter; inhibition, % at 6.75 µM; hit rate 0.99% among 340,000; AID 504766, 2011;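 active means inhibition above the mean over all tested compounds plus 3 SD, cut at about 4.2% in these data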;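 further: 0% = DAX1-transfected cells with DMSO and 100% = empty-vector control cells with DMSO; inhibition shows as a rise in luminescence from relieved DAX1 repression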
# ADAM10 inh – human ADAM10 inhibitors, primary screen, biochemical, QFRET, HTS | inhibition, % at 7 µM | Disintegrin and metalloproteinase domain-containing protein 10 (Homo sapiens), O14672 | recombinant ADAM10, EDANS/DABCYL FRET peptide cleavage, 3 h | hit rate 0.62% among 370,000;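 active means inhibition above a per-campaign cutoff equal to the mean of compounds falling between control-based bounds plus 3 SD, cut at about 20% in these data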;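 further: 0% = DMSO wells while the 100% control is not disclosed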
# SMARCA2 activ – SMARCA2 (BRM) function activators, primary screen, cell-based, luminescence, high throughput; MG213 cells, MMTV-luciferase reporter, dexamethasone, overnight; activation, % at 9.1 µM; hit rate 1% among 370,000; AID 652017, 2013; in the data active means activation above about 7.8%;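 further: 0% = vehicle wells and 100% = reference activator wells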
# hcDAF-12 act – H. contortus DAF-12 nuclear receptor activators, primary screen, cell-based, luminescence, HEK293, lit1-tk-luc reporter; HEK293 hcDAF-12 lit1-tk-luc reporter; 0% DMSO, 100% Δ7-dafachronic acid; activation, % at 6.8 µM; hit rate 1.4% among 370,000;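 active means activation above the mean of all tested compounds plus 3 SD, cut at about 5.5% in these data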;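 further: 100% = response to 3 µM Δ7-dafachronic acid high control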
# hgDAF-12 ag – H. glycines DAF-12 receptor agonists, primary screen, cell-based, luminescence, HEK293, GAL4 fusion, UAS-luciferase; HEK293 GAL4-hgDAF12 UAS-luciferase reporter, agonist luminescence; normalized to butyrate control; activation, % at 6.8 µM; hit rate 1.8% among 370,000;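 active means activation above a cutoff set at the mean of all screened compounds plus 3 SD, cut at about 10% in these data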;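 further: 0% = DMSO wells and 100% = sodium butyrate wells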
# NPR2 activator – human GC-B receptor activators, primary screen, HEK293 GC-B cells, cGMP TR-FRET, EC30 CNP; Atrial natriuretic peptide receptor 2 (Homo sapiens), P20594; 0% at EC30 CNP, 100% saturating CNP; activation, % at 10 µM; hit rate 0.11% among 370,000; AID 1920062, 2024;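 active means activation at 10 µM reaching about 35% in either raw or pattern-adjusted values, limit read from the data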
# Active calls of the source: *; i = inactive; . = not tested or not shown.
SMILES,ssDAF12 agonist,GC-A act,DAX1 inh-1,sPLA2-III inh,FXN GAA850 act,DAX1 inh-2,ADAM10 inh,SMARCA2 activ,hcDAF-12 act,hgDAF-12 ag,NPR2 activator
CCOc1ccccc1CNC(=O)CCCn1ncn2c(cc3occc32)c1=O,-1.5,-5.9,1.1,1.7,3.9,-0.4,-11.8,-1.2,-1.1,-2.9,-0.5
CCc1cc(=O)oc2cc(C)cc(OC(C)C(=O)NC3CCN(Cc4ccccc4)CC3)c12 (centres undefined),-1.4,-17.8,-1.8,1.4,-5.1,0.4,-208.6,0.4,-3.9,-0.7,-16.8
Cc1nc(-c2cccc(NS(=O)(=O)c3cccc4ccccc34)c2)cs1,-1.0,1.9,0.5,-51.1,0.3,0.9,9.8,2.3,-1.2,-1.8,-0.7
COc1ccc(NC(=O)c2[nH]ncc2[N+](=O)[O-])cc1,-1.2,-3.8,1.1,-19.2,2.3,3.2,3.9,-1.1,-0.7,5.2,-2.9
Cc1nn(-c2ccccc2)c(C)c1C(=O)OCC(=O)NC(=O)NC1CCCC1,-1.8,-4.4,-0.5,-8.8,-3.1,-0.9,13.5,0.3,-0.7,2.9,-2.5
COc1cc(NC(=O)c2ccc3nsnc3c2)cc(OC)c1OC,-0.9,-2.7,-0.2,7.6,1.4,-0.1,9.3,3.3,-1.4,0.2,2.2
COc1ccccc1CNC(=O)COC(=O)c1ccc(S(=O)(=O)N2CCCC2)cc1,-0.7,1.6,0.1,-3.3,0.7,-0.7,3.1,-1.3,-0.2,0.7,2.7
COc1ccc2nc(NC(=O)Cn3cnc4ccccc4c3=O)sc2c1,-1.0,4.9,-0.1,-0.6,2.7,1.8,-4.4,1.1,-0.5,4.8,0.0
COc1ccccc1/C=C/C(=O)c1ccc(Cl)cc1,-1.3,-5.2,-0.5,2.7,2.5,-1.2,0.8,-0.3,-1.0,3.6,-3.6
O=C(Nc1ccccc1)N1c2ccccc2SC1c1ccco1 (centres undefined),-1.0,2.5,-2.4,-4.2,.,.,2.3,-4.3,-1.4,-3.1,4.2
O=C(NC(=S)Nc1ccc2cn[nH]c2c1)c1ccccc1,-0.1,5.3,3.6*,3.3,2.3,2.4,2.0,4.4,4.4,11.8*,-10.0
COc1ccc(N2CCN(C(=O)c3ccc4c(=O)n(CC5CCCO5)c(=O)[nH]c4c3)CC2)cc1 (centres undefined),-0.9,-2.4,-1.0,8.0,-2.3,-0.5,-0.3,-0.8,-1.7,-1.9,-1.4
COc1ccc2[nH]c(=O)c(CN(CCO)S(=O)(=O)c3c(C)ccc4nsnc34)cc2c1,-1.3,-1.4,-0.4,5.0,1.3,-0.5,-4.0,-2.4,-1.1,-1.3,6.8
CCOC(=O)Cn1nc(C)n(-c2c(C)cccc2C)c1=O,-1.2,2.0,-0.2,-1.3,-0.8,-0.6,9.3,-1.6,-1.0,-0.8,2.0
O=C(COc1ccccc1)N1CCN(S(=O)(=O)c2ccc(Cl)cc2)CC1,-1.4,-6.8,-1.0,-12.5,1.4,0.8,-0.4,-0.2,-0.1,1.7,-0.8
N#Cc1nc(COc2ccccc2F)oc1NCc1ccc(F)cc1,-1.3,-0.8,0.5,-10.5,1.2,1.3,-1.6,5.7,0.4,2.9,-6.4
CS(=O)(=O)Nc1ccc(C2=NN(C(=O)CCCC(=O)O)C(c3cccs3)C2)cc1 (centres undefined),-1.0,0.0,0.3,-2.3,0.4,1.1,i,-2.0,0.1,3.0,-1.8
O=C(COC(=O)Cc1ccc(Cl)cc1)NCCc1ccccc1,-1.4,-0.1,1.2,-0.4,1.4,-0.9,-6.0,-1.2,0.5,0.6,-2.3
C[C@@H]1ON(C)[C@H]2C[C@H]3c4cc(-c5ccc6c(c5)OCO6)ccc4CCN3C[C@@H]12,-0.3,-4.3,-0.1,-1.6,.,.,-4.6,-3.9,-1.7,-0.2,4.0
O=C(Nc1ccccc1F)C(=Cc1sc(N2CCOCC2)nc1-c1ccccc1)C(=O)Nc1ccccc1F,-1.4,0.3,-0.9,7.7,1.6,-0.4,-12.2,-2.8,0.5,-2.8,5.0
Nc1c(Cl)cc(-c2cn(CCC(=O)O)c(-c3ccncc3)n2)cc1Cl,-0.5,1.8,0.0,3.6,-1.0,0.5,3.2,1.1,-1.0,-0.9,1.7
O=C(Nc1ccc(C(=O)O)cc1)/C(=C\c1ccc2c(c1)OCO2)NC(=O)c1ccco1,-1.9,2.3,-0.3,7.6,-0.2,0.6,-3.4,-1.4,-1.1,-1.1,2.5
CCOC(=O)C(=O)N(C)c1c(CC)nc2c(OCc3ccc(Cl)cc3)cccn12,-1.2,0.9,-0.5,7.3,0.0,.,-4.8,-3.2,1.7,-0.7,-0.1
COc1ccccc1N1CCN(S(=O)(=O)c2ccc(NC(C)=O)cc2)CC1,-1.3,0.1,-0.4,2.6,-0.6,1.0,11.0,-2.2,-2.1,-1.3,6.3
Cc1ccc(SC(CC(=O)c2ccc(C(C)(C)C)cc2)C(=O)O)cc1 (centres undefined),-0.8,-2.0,-1.1,-0.3,9.0*,.,-3.9,4.8,0.0,1.4,-1.1
CCN1C(=O)N(CC)C2C1N(CO)C(=O)N2CO (centres undefined),-1.4,-1.5,-0.1,1.1,0.9,-0.2,1.1,1.5,0.1,-3.1,0.2
COC(=O)c1cc2nc(-c3ccc(OC)c(OC)c3)cc(C(F)(F)F)n2n1,-0.8,2.1,-0.6,-1.7,0.0,0.1,5.8,1.2,0.8,-1.3,-5.0
CN(CC(=O)OCC(N)=O)S(=O)(=O)c1ccc(Cl)cc1,-1.5,4.6,1.1,1.5,2.4,2.6,-8.2,-1.1,-0.1,1.9,0.6
O=C(/C=C/c1ccccc1Cl)N1CCCN(C(=O)/C=C/c2ccccc2Cl)CC1,-1.2,-3.4,-0.2,17.2,0.2,2.2,-6.0,-1.0,1.8,-0.6,-5.3
CCOC(=O)c1cn(CC)c2cc(F)c(F)cc2c1=O,-1.7,-0.2,-0.1,-4.5,-0.1,2.5,-3.9,-0.2,-1.4,0.4,0.1
C=CCN1C(=O)C(CC(=O)NCC)SC1=Nc1ccccc1OC (centres undefined),-0.2,2.6,0.0,-0.3,0.6,0.5,-3.7,-0.6,-0.3,-0.5,2.2
O=c1[nH][nH]c(=O)c(Cl)c1Cl,-0.9,1.7,-0.5,10.4,-1.6,1.2,-9.0,-1.0,-0.7,-1.0,2.1
CCCC(O)(c1ccc(OC)cc1)C(CN(C)C)c1ccccc1 (centres undefined),-1.0,-28.0,0.1,3.2,-1.0,2.3,-5.4,-1.9,-1.8,-1.3,-22.6
COC(=O)c1nn(-c2ccc(F)cc2)ccc1=O,-1.6,2.3,-0.2,3.7,-1.5,1.4,0.7,3.9,-1.1,2.1,1.4
Cc1cc(NC(=O)c2ccc3nccnc3c2)ccc1Br,0.9,3.2,5.6*,2.6,2.7,1.6,-6.3,2.0,4.7,16.0*,-0.1
O=C(CN(Cc1ccccc1Cl)C(=O)CNS(=O)(=O)c1ccc(F)cc1)NCC1CCCO1 (centres undefined),-0.5,-0.9,-0.2,-8.0,-0.7,0.1,-10.0,0.2,-1.1,-0.9,1.1
C=CCOc1cccc(C2c3c(oc4ccccc4c3=O)C(=O)N2c2ccccn2)c1 (centres undefined),-0.7,-5.5,-0.2,3.7,-1.6,0.9,-9.8,-0.4,2.3,0.1,-2.4
Cn1nnnc1SCC(=O)NCC(=O)c1ccccc1,-0.9,0.7,-1.1,-5.3,3.5,-0.8,0.3,0.2,-0.7,-0.5,2.0
CCC(=O)N1CCN(c2ccccc2NC(=S)NC(=O)c2ccco2)CC1,-0.9,-1.9,-3.1,7.4,1.0,-0.9,3.6,-0.2,0.8,-3.1,1.4
COc1ccc(Cl)cc1-n1c(C)cc(C=O)c1C,-0.7,-1.6,-0.4,-2.6,-0.7,-0.8,-1.6,-2.9,0.8,0.4,-4.4

# Whole records as entered above. Values in the order: ssDAF12 agonist | GC-A act | DAX1 inh-1 | sPLA2-III inh | FXN GAA850 act | DAX1 inh-2 | ADAM10 inh | SMARCA2 activ | hcDAF-12 act | hgDAF-12 ag | NPR2 activator
# Results for `COc1ccccc1N1CCN(S(=O)(=O)c2ccc(NC(C)=O)cc2)CC1` : -1.3 | 0.1 | -0.4 | 2.6 | -0.6 | 1.0 | 11.0 | -2.2 | -2.1 | -1.3 | 6.3
# Results for `CCN1C(=O)N(CC)C2C1N(CO)C(=O)N2CO` (centres undefined) : -1.4 | -1.5 | -0.1 | 1.1 | 0.9 | -0.2 | 1.1 | 1.5 | 0.1 | -3.1 | 0.2
# Results for `O=C(/C=C/c1ccccc1Cl)N1CCCN(C(=O)/C=C/c2ccccc2Cl)CC1` : -1.2 | -3.4 | -0.2 | 17.2 | 0.2 | 2.2 | -6.0 | -1.0 | 1.8 | -0.6 | -5.3

# New compounds follow:
SMILES,ssDAF12 agonist,GC-A act,DAX1 inh-1,sPLA2-III inh,FXN GAA850 act,DAX1 inh-2,ADAM10 inh,SMARCA2 activ,hcDAF-12 act,hgDAF-12 ag,NPR2 activator
CCOC(=O)Nc1ccc2c(c1)C(=NNC(N)=S)c1ccccc1-2,-1.7,-26.4,-4.7,-25.7,5.6,-2.9,15.5,3.5,-2.5,-4.9,-14.7
CCN(CC)S(=O)(=O)c1ccc(N=N/C(C(C)=O)=C(/C)O)cc1,-1.5,-1.9,1.2,-5.9,2.2,-0.3,0.9,0.0,-1.6,1.0,2.9
COCCn1c(-c2ccc(OC)cc2)cnc1SCC(=O)Nc1ccc(OC)cc1OC,-1.2,-11.5,-0.5,2.5,-1.8,1.8,-3.0,-4.7,-3.9,-3.1,-4.2
Cc1c(C(=O)N2CCCCC2)c(S(=O)(=O)N2CCN(c3ccccc3F)CC2)c(C)n1C,-1.1,0.1,-0.2,-1.8,1.1,0.1,1.1,-2.0,-2.7,-1.4,0.4
O=C(COC(=O)c1ccc(F)c(S(=O)(=O)N2CCOCC2)c1)Nc1ccc2c(c1)OCO2,-0.3,-2.1,-0.7,3.8,-1.0,-0.3,-4.0,-2.7,1.5,-2.6,3.3
CCOc1ccc(NC(=O)CSc2nc3cccnc3n2CC)cc1,-1.3,2.8,-1.6,-0.6,-0.4,-0.6,-5.8,-2.2,-2.5,-1.4,0.8
O=C(COC(=O)c1cccc(S(=O)(=O)N2CCCCC2)c1)NC1CCCCC1,-1.1,-1.0,2.6,-2.7,-1.1,-0.6,0.4,4.3,-0.4,-0.3,1.1
N#Cc1c(NC(=O)c2ccccc2)sc2c1CCCCC2,1.0*,4.6,3.0,10.4,4.7,1.5,-110.3,5.9,7.0*,12.8*,-3.6
